EBV LMP1 NFkB – reduces LMP1-driven NF-kappaB luciferase signal | hit rate 0.69% among 350,000 | inhibition, % at 12.5 µM | LMP1-induced NF-kappaB luciferase reporter cells, luminescence; in the data active = inhibition above about 41%;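 also: 0% = neutral control wells and 100% = reference inhibitor control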
NCOA2 inhibitor – inhibits human steroid receptor coactivator 2. Q15596. HEK293 GAL4-SRC2 luciferase reporter, luminescence. inhibition, % at 9 µM. hit rate 0.17% among 370,000. AID 651957;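 active = inhibition above the mean inhibition of all tested compounds plus 3 SD, set per campaign, cut at about 52% in these data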;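 also: 0% = DMSO treated cells and 100% = cells given Gossypol at 36 µM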
CF NFkB inh – blocks PAF-induced NF-kB reporter in cystic fibrosis cells | inhibition, % at 5 µM | hit rate 0.86% among 360,000 | KKLEB NF-kB-GFP reporter, GFP fluorescence overnight;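 active = at least 50% inhibition at 5 µM, scaled per plate between neutral and stimulator controls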;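 also: PAF is a Pseudomonas aeruginosa culture filtrate used as stimulus; plate controls were PAF-stimulated DMSO wells for no effect and unstimulated DMSO wells for full effect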
KKLEB tox – reduces viability of KKLEB cystic fibrosis airway cells; KKLEB CF airway cells viability, ATPlite luminescence, overnight; stronger effect = lower value; cells stimulated with P. aeruginosa culture filtrate; activity change (cytotoxicity), % at 5 µM; hit rate 0.36% among 360,000; AID 602141;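 active = corrected activity change at or below -50% at 5 µM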
TROY signal inh – blocks TROY-dependent signaling in reporter cells. hit rate 0.98% among 360,000. inhibition, % at 10 µM. Q293 LMP1-TROYcd NF-kB luciferase reporter, 4 h;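 active = compounds whose plate-normalised and pattern-corrected inhibition of the luciferase reporter signal at the single screening dose is 50% or more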
NR5A2 inv ag – NR5A2 inverse agonism in reporter assay. O00482. hit rate 0.13% among 360,000. inhibition, % at 3.6 µM. HEK293T StAR-luciferase reporter, LRH-1 transfected, 24 h;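 active = inhibition above the mean inhibition of all tested compounds plus 3 SD, cut at about 73% in these data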;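 also: 0% = DMSO wells and 100% = reporter-only cells lacking LRH-1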
Target sequence (O00482 whole entry, looked up): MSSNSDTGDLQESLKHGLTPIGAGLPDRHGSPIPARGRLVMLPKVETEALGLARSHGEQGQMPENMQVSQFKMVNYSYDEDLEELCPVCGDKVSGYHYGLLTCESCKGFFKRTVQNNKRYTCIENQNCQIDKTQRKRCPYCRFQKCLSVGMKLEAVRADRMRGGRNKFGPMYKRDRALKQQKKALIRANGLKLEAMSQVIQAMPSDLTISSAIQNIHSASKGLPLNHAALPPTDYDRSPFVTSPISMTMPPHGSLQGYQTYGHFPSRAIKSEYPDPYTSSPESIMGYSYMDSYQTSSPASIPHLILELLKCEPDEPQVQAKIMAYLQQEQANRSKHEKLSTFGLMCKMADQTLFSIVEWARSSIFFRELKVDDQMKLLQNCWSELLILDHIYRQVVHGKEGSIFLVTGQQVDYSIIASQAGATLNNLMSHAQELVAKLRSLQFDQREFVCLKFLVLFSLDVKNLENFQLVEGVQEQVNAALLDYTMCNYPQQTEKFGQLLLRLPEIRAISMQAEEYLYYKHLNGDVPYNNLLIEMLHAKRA
COUP-TFII inh – NR2F2 (human) inhibition, primary screen; AID 686940; inhibition, % at 8.6 µM; P24468; HEK293T NGFI-A luciferase reporter, luminescence; hit rate 0.7% among 370,000;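 active = inhibition above a per-plate cutoff, mean inhibition of test wells between control levels plus 3 SD, cut at about 38% in these data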;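 also: cells cotransfected with COUP-TFII expression vector driving the NGFI-A reporter; 0% = median of COUP-TF2 test wells and 100% = reporter-only cells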
Target sequence (P24468 whole entry, looked up): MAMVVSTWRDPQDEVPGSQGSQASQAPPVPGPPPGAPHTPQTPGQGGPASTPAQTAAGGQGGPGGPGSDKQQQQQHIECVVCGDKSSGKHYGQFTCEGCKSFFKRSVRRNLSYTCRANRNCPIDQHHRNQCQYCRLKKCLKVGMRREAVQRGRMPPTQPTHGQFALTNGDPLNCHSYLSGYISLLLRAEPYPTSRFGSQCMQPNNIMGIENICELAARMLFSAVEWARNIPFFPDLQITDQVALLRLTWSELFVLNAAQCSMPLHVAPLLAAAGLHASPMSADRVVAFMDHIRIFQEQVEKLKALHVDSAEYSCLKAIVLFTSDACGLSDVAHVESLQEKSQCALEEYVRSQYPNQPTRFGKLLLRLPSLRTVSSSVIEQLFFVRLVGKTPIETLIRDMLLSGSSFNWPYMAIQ
C8 TRAIL sens – sensitizes caspase-8 expressing cells to TRAIL. NB7+C8 cells + TRAIL, ATPlite viability luminescence. inhibition (viability loss, TRAIL sensitization), % at 10 µM. hit rate 1% among 360,000. AID 624354;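 active = compounds causing at least 50% loss of cell viability in the single-dose screen, relative to plate controls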
SRC3 inh – inhibitors of human steroid receptor coactivator 3 (SRC3) | hit rate 0.17% among 360,000 | HEK293 GAL4-SRC3 luciferase reporter, luminescence | inhibition, % at 3.6 µM | Q9Y6Q9 | AID 588352;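 active = inhibition above a per-campaign cutoff, the mean of all compounds plus 3 SD, cut at about 60% in these data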;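 also: 0% = DMSO-treated cells and 100% = gossypol-treated cells at 36 µM; higher means less SRC3-driven luciferase light from the GAL4 reporter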
SRC1 inh – inhibitors of human steroid receptor coactivator 1 (SRC1); Q15788; HEK293 GAL4-SRC1 luciferase reporter, luminescence; inhibition, % at 3.6 µM; hit rate 0.12% among 360,000;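 active = inhibition above the campaign mean plus 3 SD, with each screening campaign given its own cutoff, cut at about 60% in these data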;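 also: 0% = DMSO treated cells and 100% = gossypol at 36 µM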
TWEAK-Fn14 inh – inhibitors of TWEAK-Fn14 interaction signaling; TWEAK-stimulated Fn14 reporter cells, luciferase luminescence, 8 h; inhibition, % at 10 µM; hit rate 2% among 360,000; AID 1159606; in the data active = inhibition above about 50%
The depositor's hits bear a star; · = not tested or not shown. Outcome played no part in choosing rows; any-hit rate near 4.2%.

SMILES | EBV LMP1 NFkB | NCOA2 inhibitor | CF NFkB inh | KKLEB tox | TROY signal inh | NR5A2 inv ag | COUP-TFII inh | C8 TRAIL sens | SRC3 inh | SRC1 inh | TWEAK-Fn14 inh
O=C(OCC(F)(F)F)c1cccc(COc2ccc3ccccc3c2)c1 | 79* | -39 | 0 | -3 | -53 | -249 | -56 | 31 | -75 | -137 | -2
Cc1ccccc1NC(=O)c1c2c(nc3ccccc13)CCC2 | -7 | 4 | -12 | 2 | 1 | -1 | 6 | -1 | -10 | -13 | -5
CC(C)(C)NC(=S)N1CCC2CC1c1c(Cl)cccc12 (stereo not drawn) | 4 | -8 | 5 | -25 | -12 | -27 | -2 | -5 | -8 | -6 | -4
COc1cccc(NC(=O)c2c(F)cccc2F)c1 | -12 | -10 | 16 | -3 | -67 | -43 | -42 | 0 | -50 | -37 | -11
O=C(CC1C(=O)NCCN1Cc1ccccc1)NCCN1CCCCC1=O (stereo not drawn) | -6 | -7 | -36 | 15 | 1 | 0 | -9 | -31 | -7 | 2 | 2
Cc1ccc(/C=N/NC(=O)Nc2ccccc2)o1 | -7 | -55 | -8 | 7 | -69 | -115 | -10 | 11 | -54 | -107 | -13
CC(Oc1ccc(-n2cnnn2)cc1)C(=O)O (stereo not drawn) | 5 | -5 | 14 | 3 | -3 | 7 | 22 | -3 | 13 | 3 | -8
Cn1c(SCC(=O)Nc2cccc(O)c2)nnc1-c1ccc(S(=O)(=O)N2CCOCC2)cc1 | 3 | -3 | 10 | -4 | -6 | 35 | 8 | -7 | -3 | 1 | -1
FC(F)(F)c1cc(Cl)c2nc(-c3ccccc3)cn2c1 | -44 | -77 | -6 | 11 | -21 | -104 | -55 | 51* | -86 | -135 | 0
Cc1ccc(NC(=O)C2C3C=CC4(O3)C2C(=O)N(CCCN2CCCCC2)C4C(=O)NC2CCCCC2)cc1Cl (stereo not drawn) | 0 | -3 | -3 | 0 | 7 | -2 | 22 | 13 | -2 | 8 | 6
Oc1ccc(/C=N\Nc2nncc(-c3ccccc3)n2)cc1 | -4 | 9 | -40 | 36 | -20 | -45 | -6 | 18 | -23 | -11 | 37
O=C(/C=C/c1ccccc1)NNC(=O)C1CC1 | -4 | -10 | -4 | 1 | 6 | 8 | -10 | 3 | 5 | 9 | -7
COc1ccccc1OCC(=O)NCc1n[nH]c(=O)c2ccccc12 | 4 | -9 | 14 | -9 | -13 | -5 | 9 | -8 | -17 | -33 | -1
O=C(Oc1ccccc1)Oc1ccc2c(c1)oc(=O)c1ccccc12 | 0 | -27 | -63 | 3 | -35 | 2 | -9 | 15 | -2 | -18 | -13
CCC(NC(=O)CNC(=O)CNC(=O)c1ccc(Cl)cc1Cl)c1ccc(C)cc1 (stereo not drawn) | -3 | 19 | -1 | -31 | -2 | 9 | 5 | -4 | 11 | -2 | 7
O=C1CCCCc2sc(Br)c([N+](=O)[O-])c2N1 | -9 | 15 | -13 | 7 | -4 | -7 | 1 | 2 | 1 | 2 | 4
COc1ccc(C(=O)NCCNC(=O)c2ccc(OC)cc2)cc1 | 3 | 2 | 4 | 6 | 4 | 18 | -3 | 10 | 17 | 4 | -19
Cc1ccnc2nc(C(=O)Nc3cc(Cl)ccc3N3CCOCC3)nn12 | -6 | -3 | 0 | -1 | 1 | 6 | -20 | -1 | 17 | 11 | -3
COc1ccc(-c2noc(CN(C)C3CCOCC3)n2)cc1 | -8 | -16 | -5 | 18 | -17 | -7 | 16 | 1 | 3 | -12 | -13
Cc1cc(C(=O)COC(=O)C2=NNC(=O)CC2)c(C)n1-c1ccccc1 | 0 | 25 | -10 | 7 | 57* | 1 | 1 | -2 | -2 | -19 | 7
CCOC(CCn1ccc(O)c(Cc2ccc(Cl)cc2)c1=O)OCC | -6 | -32 | 14 | -3 | -15 | -14 | 23 | -9 | 10 | 9 | 14
CCOC(=O)NC(=O)/C(C=Nc1ccc(Cl)cc1)=C(\C)O | -9 | -17 | 7 | 1 | -3 | 16 | -4 | -11 | 16 | -2 | -28
CCC(=O)Nc1ccc(C(=O)CSc2nnc(-c3ccc(O)cc3)n2CC2CCCO2)cc1OC (stereo not drawn) | -4 | -13 | -2 | -1 | 10 | 25 | 8 | -6 | 5 | -2 | -21
O=C(COc1ccc(CNC[C@H]2O[C@@H](n3ccc(=O)[nH]c3=O)[C@H](O)[C@@H]2O)cc1)Nc1ccccn1 | · | -37 | 1 | -11 | -16 | -8 | -20 | -1 | 6 | -18 | -9
C#CC1(NC(=O)NC(C)C)CCCCC1 | 6 | -8 | 2 | -5 | 14 | 9 | 2 | -4 | 15 | -1 | 12

(further entries)
SMILES | EBV LMP1 NFkB | NCOA2 inhibitor | CF NFkB inh | KKLEB tox | TROY signal inh | NR5A2 inv ag | COUP-TFII inh | C8 TRAIL sens | SRC3 inh | SRC1 inh | TWEAK-Fn14 inh
CCOC(=O)C1CCN(C(=O)COc2ccc(N(C)S(=O)(=O)c3cccs3)cc2)CC1 | -2 | 11 | -4 | 6 | · | 4 | -7 | -5 | -6 | 0 | -3
Cc1ccc(C)c(OCCCC(=O)Nc2nccs2)c1 | -3 | 12 | 18 | 3 | -17 | -4 | -7 | -2 | -2 | -18 | -12
CCOC(=O)/C=C/C(=O)Nc1ccccc1-c1ccccc1NC(=O)/C=C/C(=O)OCC | -33 | -56 | 56* | -4 | -52 | -34 | -8 | -4 | -19 | -30 | 58*
CC(C)COCC1CC2(CC(C)C(=O)CC2=O)C(=O)O1 (stereo not drawn) | 0 | -11 | -40 | 31 | 17 | -3 | 8 | 1 | 14 | -16 | -10
C=C(C)C1CC=C(CN2CCN(Cc3ccccc3)CC2)CC1 (stereo not drawn) | -4 | 18 | -12 | 6 | -12 | -2 | 9 | 0 | 11 | -22 | -10
Cc1ccc(C(=O)Nc2cccnc2Oc2ccc(Cl)cc2)cc1 | -5 | 12 | 9 | -4 | -29 | -2 | 15 | 8 | 10 | -2 | 1
O=C(CSCc1nc2ccccc2[nH]1)N1CCN(c2ccc(F)cc2)CC1 | 15 | 27 | 4 | -5 | -39 | -15 | 33 | 11 | -21 | -29 | 15
Cc1ccc(NC(=O)c2cc3ccccc3cc2O)cc1 | -64 | -36 | 21 | -10 | 24 | -152 | -42 | 39 | -107 | -158 | 41
Cc1cccc(NC(=O)COC(=O)CN2C(=O)c3ccccc3C2=O)c1 | -1 | -26 | -18 | 8 | 10 | 1 | -1 | 2 | 3 | -13 | 3
CCOC(=O)/C(C#N)=C/c1c(N2CCN(c3ccccc3)CC2)nc2ccccn2c1=O | -2 | -59 | -6 | 0 | -34 | -17 | -46 | 18 | -37 | -29 | 8
COc1ccc(NC(=O)c2cc(C)no2)cc1Cl | -8 | -11 | 5 | -5 | -43 | -10 | 13 | -12 | -18 | -4 | 4
Cc1cc(C(=O)Nc2ccon2)ccc1[N+](=O)[O-] | · | -6 | 2 | 11 | -24 | -17 | -34 | -4 | 0 | -8 | -11
Cc1cccc(N2CC(C(=O)OCC(=O)Nc3sccc3C(N)=O)CC2=O)c1C (stereo not drawn) | 0 | -20 | 8 | 12 | -5 | 0 | 3 | 3 | 1 | 6 | 7
Cc1cccnc1NC(=O)c1ccc(COc2ccccc2)o1 | 4 | -7 | 4 | -12 | -9 | -14 | -14 | -18 | -4 | -11 | 4
COC(CNC(=O)C1CC(=O)N(CCc2ccc(C)cc2)C1)OC (stereo not drawn) | 9 | -24 | -9 | 0 | 5 | -8 | 2 | 16 | -30 | 8 | -5
CCCn1c(N)c(C(=O)CSc2nc3ccccc3n2CCC#N)c(=O)n(C)c1=O | 0 | -13 | 19 | -12 | 10 | 15 | 3 | 19 | 19 | 11 | 35
Cc1ccc(C(=O)c2cc3c(cc2N)OCCO3)cc1 | -1 | -24 | -12 | -2 | 5 | -1 | 8 | -7 | 0 | -14 | 4
CC(C)(C)[C@H]1C=C(C(=O)NC2CC2)O[C@@H](OCCCCO)C1 | -2 | -18 | 4 | 3 | 1 | 3 | 13 | -6 | -5 | 2 | 3
CCNC(=S)N1CCC(C(=O)c2ccc3c(c2)OCCO3)CC1 | -3 | 30 | -4 | 4 | 1 | 17 | 13 | 10 | 2 | -12 | 12
O=S(=O)(Nc1cccc(-c2nnco2)c1)c1ccc(Cl)cc1 | 9 | 15 | -5 | -8 | 16 | 12 | 15 | 2 | 2 | 17 | 19
Cc1ccc(NS(=O)(=O)c2ccc(C(=O)NCC(c3ccco3)N(C)C)cc2)cc1 (stereo not drawn) | -4 | -21 | 20 | 3 | 10 | -4 | -2 | 2 | 2 | -3 | -2
COc1ccc(NS(=O)(=O)c2ccc(C(=O)Nc3c(C)n(C)n(-c4ccccc4)c3=O)cc2)cc1 | 6 | -16 | 4 | 14 | 14 | 6 | 19 | -24 | 1 | 5 | -2
O=C(N/N=C/c1cnc2ccccc2n1)c1cccc(F)c1 | -2 | -13 | -15 | 5 | -35 | -57 | -24 | -8 | -41 | -63 | -26
NC(=O)c1ccccc1OCc1cccc2ccccc12 | 3 | -34 | -2 | -6 | -19 | 4 | -14 | 8 | 13 | 3 | -12
COc1c(C)cc(C(O)c2ncc(-c3ccccc3)[nH]2)cc1C (stereo not drawn) | · | -7 | 26 | -8 | 4 | 3 | -1 | -12 | -12 | -4 | -2

Further records follow.
SMILES | EBV LMP1 NFkB | NCOA2 inhibitor | CF NFkB inh | KKLEB tox | TROY signal inh | NR5A2 inv ag | COUP-TFII inh | C8 TRAIL sens | SRC3 inh | SRC1 inh | TWEAK-Fn14 inh
S=c1[nH]ccn1-c1cccc(Cl)c1Cl | 10 | 3 | -5 | -6 | -7 | 10 | 16 | 2 | 18 | 10 | -11
Cc1ccc([C@@H]2C3COCC=C3C(C#N)=C(N)C2(C#N)C#N)o1 (stereo partly drawn) | -15 | -3 | 10 | -16 | 11 | -19 | 1 | -13 | 15 | 1 | 1
O=C(O)c1ccccc1-c1ccccc1C(=O)Nc1cccc(Br)c1 | 4 | 11 | -5 | 1 | 5 | -16 | 1 | 12 | 10 | -7 | 19
O=S(=O)(c1ccc(Cl)nc1)N1CCOCC1 | -3 | -13 | 6 | -4 | -9 | 11 | -9 | -12 | 1 | -5 | -8
CCOc1ccccc1N1CCN(C(=O)c2c(Cl)cnn2C)CC1 | -5 | 8 | -8 | -4 | 23 | -7 | 19 | 3 | 3 | -9 | 10
CN(C)Cc1ccc(CNC(=O)c2ccc(Cl)c(S(=O)(=O)NC3CC3)c2)cc1 | -4 | 4 | 12 | -12 | -9 | -16 | -12 | 1 | 26 | -20 | 7
O=c1cc(CSCc2ccc(Cl)cc2)[nH]c(=O)[nH]1 | 8 | -22 | 5 | 1 | 8 | 4 | -1 | -2 | 19 | 15 | -12
CCCOc1cccc(NC(=O)OC2CCN(C)CC2)c1 | -1 | -1 | -5 | -2 | -11 | 1 | 0 | 3 | -12 | 8 | 21
Cc1cc(C(=O)Nn2c(C)nc3ccccc3c2=O)ccc1[N+](=O)[O-] | -3 | 14 | -7 | 7 | -3 | 12 | 7 | 5 | 9 | 0 | 4
